Screening results from PubChem BioAssay.
PPC-1+TRAIL kill: kills PPC-1 cancer cells in the presence of TRAIL; AID 1443; 0.41% of 220,000 active; cell killing (% activity), % at 4 µM; PPC-1 cells + TRAIL, ATPLite viability luminescence;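 active = cell killing above 50% in the first pass at 4 µM, then a duplicate retest at 5 µM averaging 50% or more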;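 note: plate controls were cells with TRAIL plus DMSO for no effect and medium-only wells lacking cells for full effect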
Wee1 degr inh: blocks degradation of human Wee1 kinase | AID 1321 | 1.2% of 220,000 active | HeLa Luc-Wee1K328M stability, luciferase luminescence; 100% = proteasome inhibitor MG132 effect | P30291 | reporter increase, % at 5 µM;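 active = activation above the mean of all tested compounds plus 3 SD, set per screening run, cut at about 8.8% in these data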;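 note: cells exposed to compound for 20 h before luminescence read; 0% = DMSO alone and 100% = MG132 at 30 µM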
zfTRPN1 agonist: zebrafish TRPN1 (NompC) channel agonism | HEK293 zebrafish TRPN1-YFP, Fluo-8 calcium fluorescence; 100% = response to 87 µM carbachol | activation, % at 3 µM | 0.18% of 220,000 active | AID 1424;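 active = activation above its plate's cutoff, the mean activation of test wells on that plate plus 3 SD, cut at about 19% in these data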;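 note: 0% = DMSO alone and 100% = 87 µM carbachol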
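Control set: carbachol 87 µM as high control, DMSO as low control; system: HEK293 stable line with zebrafish TRPN1-YFP; read-out: % activation versus carbachol response; detection: intracellular calcium fluorescence with Fluo-8; doses: single test compound dose, 3 µM nominal, 0.3% DMSO; schedule: dye 1 h 37 °C plus 30 min RT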
TRPML3 ag: human mucolipin-3 channel agonism; HEK293 TRPML3-YFP, Fluo-8 calcium fluorescence; 100% = the carbachol control signal; activation, % at 3 µM; Q8TDD5; 0.29% of 220,000 active;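 active = activation above its plate's cutoff, the mean activation of the plate's test wells plus 3 SD, cut at about 12% in these data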;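 note: 0% = DMSO only wells and 100% = carbachol wells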
Target sequence (Q8TDD5 whole entry, looked up): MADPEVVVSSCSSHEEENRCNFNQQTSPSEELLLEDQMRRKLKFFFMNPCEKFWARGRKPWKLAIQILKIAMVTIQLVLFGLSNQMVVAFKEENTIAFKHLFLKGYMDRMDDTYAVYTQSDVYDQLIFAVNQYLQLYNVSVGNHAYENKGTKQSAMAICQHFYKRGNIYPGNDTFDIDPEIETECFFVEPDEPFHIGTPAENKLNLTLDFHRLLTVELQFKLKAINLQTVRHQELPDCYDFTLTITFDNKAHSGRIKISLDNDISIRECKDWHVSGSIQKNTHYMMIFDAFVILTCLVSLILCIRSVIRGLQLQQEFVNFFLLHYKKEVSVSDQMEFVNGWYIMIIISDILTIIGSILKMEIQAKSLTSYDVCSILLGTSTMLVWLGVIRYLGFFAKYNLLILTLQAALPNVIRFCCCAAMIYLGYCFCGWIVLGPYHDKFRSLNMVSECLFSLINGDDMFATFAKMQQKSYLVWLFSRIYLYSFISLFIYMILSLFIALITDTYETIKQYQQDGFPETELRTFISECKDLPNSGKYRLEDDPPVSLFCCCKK
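system = HEK293 cells stably carrying human TRPML3-YFP | doses = one concentration, 3 µM nominal, 0.3% DMSO | timing = dye loading 1 h 37 °C then 30 min ambient, 125 s read | detection = Fluo-8 calcium dye fluorescence, ex 470-495, em 515-575 nm | benchmarks = high control carbachol 87 µM, low control DMSO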
Ba/F3 V617F tox: loss of viability in JAK2V617F-driven Ba/F3 cells; Ba/F3 EpoR-JAK2V617F viability, ATP luminescence; AID 1446; inhibition, % at 5.6 µM; 1.1% of 220,000 active;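 active = inhibition above the campaign mean plus 3 SD over all tested compounds, cut at about 24% in these data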;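 note: cytokine-independent growth of Ba/F3 cells driven by EpoR plus mutant JAK2; 0% = DMSO-treated cells and 100% = JAK inhibitor I control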
CHOP inh: inhibitors of CHOP induction in ER stress response. inhibition, % at 10 µM. CHO-K1 CHOP-promoter luciferase, tunicamycin-induced, 15-18 h. AID 2732. 3.8% of 220,000 active;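 active = compounds that reduced the stress-induced luciferase reporter signal by more than about 70% of percent inhibition, limit read from the data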;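 note: 0% = tunicamycin plus vehicle and 100% = wells without tunicamycin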
TNF necrop inh: inhibitors of TNF-alpha induced necroptosis in Jurkat FADD-/- cells; Jurkat FADD-/- TNF necroptosis rescue, ATP luminescence, 24 h; 0 = TNF only, 100 = no-TNF cells; activation (protection from cell death), % at 10 µM; 0.068% of 220,000 active; AID 463075;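 active = activation, meaning protection from cell death, of at least 50% relative to plate controls; inactive = activation below 50%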;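 note: necroptosis triggered by 40 ng/mL TNF-alpha added together with compound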
BaF3 parental: parental Ba/F3 viability inhibition as JAK2V617F counter-screen. CellTiter-Glo ATP luminescence. inhibition, % at 5.6 µM. 1.1% of 220,000 active. AID 1486;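 active = inhibition above a per-campaign cutoff, the mean inhibition of all tested compounds plus 3 SD, cut at about 27% in these data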;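 note: 0% = DMSO wells and 100% = JAK Inhibitor I control wells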
RBBP9 inhibitor: blocks human serine hydrolase RBBP9 | recombinant RBBP9, FP-Rh probe fluorescence polarization | AID 1515 | 0.2% of 220,000 active | O75884 | inhibition, % at 7.94 µM;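 active = inhibition above the campaign mean of all tested compounds plus 3 SD, cut at about 14% in these data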;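 note: plate controls were DMSO wells with RBBP9 for no effect and wells lacking RBBP9 protein for full effect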
Target sequence (O75884 whole entry, looked up): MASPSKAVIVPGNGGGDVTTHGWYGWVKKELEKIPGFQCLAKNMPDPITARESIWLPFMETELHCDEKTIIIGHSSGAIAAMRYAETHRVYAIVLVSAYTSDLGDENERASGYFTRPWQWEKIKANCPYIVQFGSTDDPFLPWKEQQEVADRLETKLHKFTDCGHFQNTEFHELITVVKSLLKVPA
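Test system – recombinant human RBBP9 · Input – RBBP9 2.5 µM in dispensing solution, pre-mixing · Medium – Tris buffer pH 8.0, NaCl, Pluronic · Schedule – preincubation 30 min plus labeling 45 min at 25 °C · Measured by – fluorescence polarization · Measure – % inhibition · Controls – DMSO and no-protein wells · Replicates – one well per compound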
Active calls of the source: *; nt = no result given.

Letters: A = PPC-1+TRAIL kill; B = Wee1 degr inh; C = zfTRPN1 agonist; D = TRPML3 ag; E = Ba/F3 V617F tox; F = CHOP inh; G = TNF necrop inh; H = BaF3 parental; I = RBBP9 inhibitor
SMILES: CCN(CCCNC(=O)C1CCN(S(=O)(=O)c2cnc[nH]2)CC1)c1cccc(C)c1
  A: 13; B: 0; C: -1.4; D: -0.7; E: -2; F: 18; G: 0.9; H: 1; I: -4

SMILES: COc1ccccc1-n1cnc(N)c1C(=O)c1ccccc1
  A: 13; B: -2; C: 1.4; D: 0.2; E: -1; F: nt; G: -6.7; H: 2; I: 0

SMILES: CCn1c(SCC(=O)N2CCN(c3ccc(Cl)cc3)CC2)nc2ccccc2c1=O
  A: -19; B: 0; C: 0.4; D: 0.9; E: 0; F: 29; G: -0.4; H: 6; I: -4

SMILES: COc1ccccc1Oc1ccc(S(=O)(=O)N2CCCC2)cc1
  A: -4; B: 5; C: 0.2; D: 0.3; E: 0; F: 13; G: -1.2; H: 4; I: -4

SMILES: Cc1c(NC(=O)COC(=O)c2ccc(S(=O)(=O)N3CCOCC3)cc2)c(=O)n(-c2ccccc2)n1C
  A: 4; B: -2; C: 0.0; D: 1.0; E: 2; F: 1; G: 0.1; H: 0; I: -8

SMILES: O=C(COC(=O)Cc1c(Cl)cccc1Cl)Nc1ccccc1-c1ccccc1
  A: 18; B: -3; C: -1.3; D: -0.6; E: 4; F: 16; G: 1.9; H: 4; I: -9

SMILES: CCOC(=O)c1[nH]c(C)c(C(=O)N(CC)CC)c1C
  A: -18; B: -4; C: 1.4; D: 0.7; E: -6; F: -28; G: 1.3; H: 0; I: -6

SMILES: Cc1c(Br)ccc(NC(=O)COc2ccccc2C(N)=O)c1C
  A: 7; B: -2; C: 0.5; D: 0.2; E: 4; F: -17; G: -0.9; H: 6; I: -8

SMILES: CC(C)NCC(O)COCCOc1ccc(Cl)cc1 (stereo not given)
  A: 2; B: -3; C: 1.4; D: 0.1; E: -2; F: 7; G: 2.9; H: -3; I: -12

SMILES: O=C(CC1C(=O)NCCN1C(=O)Nc1ccccc1)Nc1ccc(F)cc1 (stereo not given)
  A: 24; B: 1; C: 4.3; D: 0.2; E: -3; F: 6; G: 1.2; H: 0; I: -9

SMILES: O=C1C2C3CCCC3=C3CCCC3C2C(=O)N1c1ccc(F)cc1 (stereo not given)
  A: 12; B: 4; C: -0.7; D: -0.6; E: 2; F: 62; G: 1.9; H: 4; I: -5

SMILES: O=C(Cn1nnc(-c2ccc(CN3CCOCC3)cc2)n1)Nc1nc(-c2ccccc2)cs1
  A: 13; B: -2; C: -0.3; D: 1.3; E: -1; F: -8; G: -5.1; H: 5; I: -12

SMILES: O=C(Nc1ccc(O)c(-c2nc3ccccc3o2)c1)C1(c2ccc(Cl)cc2)CCCC1
  A: -2; B: 1; C: -0.4; D: 0.1; E: -2; F: 19; G: -1.4; H: 6; I: -5

SMILES: CCC(=O)Nc1ccc(/C(C)=N\NC(=O)c2ccc(OC)cc2)cc1
  A: -1; B: 2; C: -0.7; D: 0.5; E: -1; F: -4; G: 1.1; H: 2; I: -7

SMILES: O=C(Nc1ccccc1O)c1cccc(S(=O)(=O)N2CCOCC2)c1
  A: nt; B: -1; C: 0.0; D: -0.1; E: 2; F: 13; G: 0.3; H: 5; I: -4

SMILES: O=C(O)c1cc2nc3c(c(C(F)(F)F)n2n1)CCc1ccccc1-3
  A: 15; B: 3; C: 1.1; D: 0.1; E: 4; F: -22; G: 0.4; H: 9; I: 1

SMILES: CCN1CCN(C(=O)/C=C/c2ccccc2[N+](=O)[O-])CC1
  A: 11; B: -2; C: 0.7; D: 0.6; E: 3; F: -3; G: 0.4; H: 6; I: -1

SMILES: COc1ccccc1/C=N/Nc1nncc2ccccc12
  A: 13; B: 2; C: -0.5; D: 0.5; E: -2; F: -7; G: -2.9; H: 4; I: -10

SMILES: CCOc1ccc(-c2nnc3sc(COc4ccccc4)nn23)cc1
  A: 36; B: 4; C: -1.4; D: 0.2; E: -3; F: 29; G: -0.7; H: -3; I: 4

SMILES: Cc1ccc(C)c2[nH]c(=O)c(CCNC(=O)c3cc4ccccc4o3)cc12
  A: -1; B: -1; C: 0.3; D: 0.3; E: -1; F: 6; G: -0.2; H: 5; I: -3

SMILES: Cc1nc(SCC(=O)Nc2ccc(C)c(F)c2)c2oc3ccccc3c2n1
  A: 2; B: 6; C: 1.8; D: 0.5; E: -1; F: 102*; G: -2.4; H: 1; I: -2

SMILES: O=C(CCN1C(=O)c2ccccc2C1=O)NNC(=O)c1ccc(Cl)cc1Cl
  A: 20; B: 1; C: -0.1; D: -0.7; E: 5; F: 44; G: 1.9; H: 7; I: -1

SMILES: COc1ccc2[nH]cc(CCNS(=O)(=O)c3ccc(C)cc3)c2c1
  A: -7; B: 2; C: -0.2; D: 0.5; E: -2; F: 10; G: -1.1; H: 0; I: -2

SMILES: CN(C)S(=O)(=O)c1ccc(C(=O)NCCSc2ccccc2)cc1
  A: 10; B: 1; C: -0.1; D: 0.4; E: 1; F: 10; G: -0.9; H: 3; I: -13

SMILES: Cc1ccc(S(=O)(=O)N(C)C)cc1NC(=O)C(C)OC(=O)/C=C/c1cccs1 (stereo not given)
  A: 12; B: 2; C: 0.5; D: -0.4; E: 3; F: -3; G: -0.2; H: -2; I: -8

SMILES: CC(C)C(C(=O)Nc1ccc2c(c1)OCO2)N1C(=O)c2ccccc2C1=O (stereo not given)
  A: 0; B: -2; C: -1.7; D: 0.8; E: -3; F: 15; G: -1.2; H: 8; I: -7

SMILES: O=C1N/C(=C\c2ccc(N3CCOCC3)c(F)c2)C(=O)N1Cc1ccccc1
  A: 30; B: 0; C: 1.5; D: 0.9; E: 4; F: 85*; G: 0.4; H: 10; I: -2

SMILES: CCOC(=O)c1ccc(NC(=O)COC(=O)Cc2csc(-c3ccccc3)n2)cc1
  A: -12; B: -2; C: -0.3; D: -1.2; E: -3; F: 10; G: 0.0; H: 4; I: -6

SMILES: CCOC(=O)c1sc2ncnc(N3CCN(C(=O)OCC)CC3)c2c1C
  A: 9; B: 3; C: -0.7; D: 0.8; E: 2; F: 33; G: 0.4; H: 3; I: -9

SMILES: COc1ccc(-n2cc(CN[C@H]3CCCCNC3=O)c(-c3cccc(F)c3)n2)cc1
  A: 4; B: -2; C: 3.0; D: 0.7; E: -1; F: 19; G: 0.1; H: -1; I: -2

SMILES: CSc1ccc(/C=N/NC(=O)COc2ccc(Br)cc2Cl)cc1
  A: 23; B: 4; C: -0.1; D: 1.0; E: -2; F: 49; G: 1.4; H: 4; I: -3

SMILES: CC(NC(=O)Cc1ccccc1)C1COc2ccccc2O1 (stereo not given)
  A: 22; B: -4; C: -0.2; D: 0.3; E: -1; F: 8; G: 2.1; H: 2; I: 1

SMILES: COC(=O)c1cccc(NC(=S)N2CCCCC2)c1
  A: 13; B: 5; C: 0.3; D: 0.3; E: -1; F: -2; G: 0.2; H: 3; I: -5

SMILES: CN(C)C(=O)c1ccc(-n2nc(C(F)(F)F)c3c2CCCC3)cc1
  A: 7; B: 4; C: 1.0; D: 0.1; E: 8; F: -6; G: -3.6; H: 6; I: -4

SMILES: O=C(O)CCN1C(=O)c2ccc(Oc3ccc4c(c3)C(=O)N(CCC(=O)O)C4=O)cc2C1=O
  A: 7; B: -3; C: -0.3; D: 0.7; E: -1; F: 11; G: 0.3; H: 3; I: -9

SMILES: O=S(=O)(NCCSc1ccc(Cl)cc1)c1ccc(F)cc1
  A: 14; B: -1; C: -0.5; D: -0.8; E: -3; F: 71*; G: 0.5; H: -3; I: 3

SMILES: COC(=O)Nc1ccc(S(=O)(=O)N2CCCC(C(=O)N3CC(C)OC(C)C3)C2)cc1 (stereo not given)
  A: 13; B: 4; C: 1.1; D: 0.3; E: -1; F: 30; G: 1.0; H: 1; I: -7

SMILES: CCOC(=O)c1[nH]c2ccc(Br)cc2c1NC(=O)CCN1CCN(C(=O)OCC)CC1
  A: 21; B: -2; C: -1.2; D: -0.3; E: -1; F: 3; G: -3.9; H: 3; I: 0

SMILES: NCCc1nnc(SCc2ccc(F)cc2)o1
  A: 4; B: -2; C: 0.9; D: -0.1; E: -1; F: -8; G: -1.9; H: 2; I: -6

SMILES: CCC1C(=O)Nc2nc(-c3ccccc3)c(-c3ccccc3)n2N=C1C (stereo not given)
  A: 1; B: -2; C: -0.8; D: 0.4; E: -5; F: 53; G: 1.5; H: 2; I: -7

Structures shown so far with two or more sulfur atoms (three):
Letters: A = PPC-1+TRAIL kill; B = Wee1 degr inh; C = zfTRPN1 agonist; D = TRPML3 ag; E = Ba/F3 V617F tox; F = CHOP inh; G = TNF necrop inh; H = BaF3 parental; I = RBBP9 inhibitor
SMILES: CN(C)S(=O)(=O)c1ccc(C(=O)NCCSc2ccccc2)cc1
  A: 10; B: 1; C: -0.1; D: 0.4; E: 1; F: 10; G: -0.9; H: 3; I: -13

SMILES: Cc1ccc(S(=O)(=O)N(C)C)cc1NC(=O)C(C)OC(=O)/C=C/c1cccs1 (stereo not given)
  A: 12; B: 2; C: 0.5; D: -0.4; E: 3; F: -3; G: -0.2; H: -2; I: -8

SMILES: O=S(=O)(NCCSc1ccc(Cl)cc1)c1ccc(F)cc1
  A: 14; B: -1; C: -0.5; D: -0.8; E: -3; F: 71*; G: 0.5; H: -3; I: 3

Remaining list, next part
Letters: A = PPC-1+TRAIL kill; B = Wee1 degr inh; C = zfTRPN1 agonist; D = TRPML3 ag; E = Ba/F3 V617F tox; F = CHOP inh; G = TNF necrop inh; H = BaF3 parental; I = RBBP9 inhibitor
SMILES: C=CCNc1nc(-c2ccccn2)nnc1-c1ccccc1
  A: 17; B: 0; C: -1.3; D: 0.5; E: 21; F: 40; G: -11; H: 20; I: 4

SMILES: CN1C(=O)c2ccccc2C(C(=O)NCC2CCCO2)C1c1c[nH]c2ccccc12 (stereo not given)
  A: 19; B: 0; C: 1.1; D: 0.6; E: -3; F: 5; G: 0.8; H: 0; I: -2

SMILES: CN(C)CCN(C(=O)CCc1ccccc1)c1nc2c(F)cc(F)cc2s1
  A: 16; B: -1; C: 0.6; D: 0.9; E: 1; F: 71*; G: 2.2; H: 6; I: 0

SMILES: CCOC(=O)c1nn(-c2ccccc2C)c(=O)c(C#N)c1C
  A: 4; B: -2; C: -2.0; D: 0.6; E: 2; F: 18; G: 0.8; H: 4; I: -4
